Giardia kill = kills Giardia lamblia | Giardia lamblia trophozoite viability | activity change, % at 7.66 µM, hits read low | 340,000 compounds, 0.15% hits | AID 540267; in the data active means activity change below about -80%; inconclusive means between about -30% and that limit;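 further: parasites exposed to compound for two days anaerobically before the ATP read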
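Giardia trophozoites, 100 cells per well, were exposed to compounds for 48 hrs at 37 deg C under anaerobic conditions; viability was then read as ATP content by bioluminescence after 15-30 min at room temperature.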
KCNH2 WT inh = inhibitors of human wildtype KCNH2 potassium channel. U2OS, BacMam KCNH2, thallium flux FluxOr; active compounds read low. activity change, % at 1.84 µM. Q12809. 340,000 compounds, 0.37% hits;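 active means maximum activity change below -70%; inconclusive means maximum activity change between -70% and -50%; inactive means maximum activity change above -50%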
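U2OS cells transduced with wild-type KCNH2 virus are loaded with FluxOr dye for 45 min, and thallium flux is measured in kinetic reads before and after stimulation buffer. Rate constants are normalized to DMSO controls.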
uPA generation = blocks generation of uPA at the cell surface. cell surface uPA generation assay, qHTS. Potency, µM (titrated, usually from 38.3 µM), for inactives: top-dose activity change, negative = inhibition, actives largely listed as inhibitors. 330,000 compounds, 0.31% hits; active means well fitted inhibition curve with a large enough effect; inconclusive means small, poorly fitted or top-dose-only effect; inactive means no such curve, though single readings can be large or run the other way; tested in mouse RAW 264.7 cells; further: potency means the concentration at half of the fitted maximal effect; nearly all actives have a fitted effect of over 55% in size
Eya2 phos inh = inhibitors of human Eya2 phosphatase activity. O00167. recombinant Eya2, OMFP fluorescence dephosphorylation (OMFP is methylfluorescein phosphate). Potency, µM (top dose mostly 76.9 µM), for the others: at the highest dose activity, negative = inhibition, usual class: inhibitors. 330,000 compounds, 0.006% hits. AID 488837; further: potency means the concentration at half of the fitted maximal effect
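Eya2 protein (added as 0.2 uM solution) was preincubated with compound for 10 min at ambient temperature in 50 mM HEPES pH 7.5, 50 mM NaCl, 5 uM MgCl2, 0.05% BSA, 1 mM DTT. OMFP (added at 50 uM) then reacted 10 min; fluorescence read at 485/525 nm.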
PKM2 activator = increases activity of human pyruvate kinase M2; P14618; purified PKM2, Kinase-Glo ATP luminescence, activation; response scale: 0% is enzyme alone, no compound; Potency, µM (series often up to 57.5 µM), for the others: top-dose activation, hits mostly activators; 260,000 compounds, 0.34% hits; further: potency means the concentration at half of the fitted maximal effect; nearly all actives have a fitted effect of over 55% in size
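hPK-M2, >95% pure; 0.1 mM ADP / 0.5 mM PEP final; imidazole pH7.2 buffer w/ 7 mM MgCl2, 50 mM KCl; 1 h RT; Kinase-Glo lum. Intermediate enzyme activity for dual inhibitor/activator qHTS.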
USP2a block = blocks human ubiquitin-specific protease USP2a; AID 463254; USP2 core, Ub-CHOP2 coupled fluorogenic reporter, 485/531; 330,000 compounds, 0.01% hits; Potency, µM (top dose mostly 38.3 µM), inactives show top-dose activity change, negative = inhibition, hits mostly inhibitors;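 further: potency means the concentration at half of the fitted maximal effect; plate controls were DMSO wells for no effect and full inhibition by NEM control for full effect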
Target sequence (O75604 whole entry, looked up): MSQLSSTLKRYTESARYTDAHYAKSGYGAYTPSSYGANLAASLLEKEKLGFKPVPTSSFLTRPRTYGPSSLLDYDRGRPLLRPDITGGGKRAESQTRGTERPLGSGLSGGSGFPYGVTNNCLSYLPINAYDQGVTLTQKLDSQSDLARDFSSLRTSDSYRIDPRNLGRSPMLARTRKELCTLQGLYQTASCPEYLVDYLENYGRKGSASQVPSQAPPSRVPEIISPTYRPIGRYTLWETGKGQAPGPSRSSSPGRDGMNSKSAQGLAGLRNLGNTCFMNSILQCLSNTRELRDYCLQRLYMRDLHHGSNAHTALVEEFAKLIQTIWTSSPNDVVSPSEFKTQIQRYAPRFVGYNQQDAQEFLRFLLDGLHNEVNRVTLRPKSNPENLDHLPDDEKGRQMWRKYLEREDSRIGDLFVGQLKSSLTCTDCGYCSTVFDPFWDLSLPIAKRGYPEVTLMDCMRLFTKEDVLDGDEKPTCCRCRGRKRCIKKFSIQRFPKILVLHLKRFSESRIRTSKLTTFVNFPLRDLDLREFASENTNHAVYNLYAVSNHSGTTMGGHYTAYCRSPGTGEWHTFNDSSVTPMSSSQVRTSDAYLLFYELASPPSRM
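Cell-free coupled assay: 10nM USP2 core preincubated 30min RT with compound in Tris-HCl pH 8.0/CaCl2/CHAPS buffer, then 25nM Ub-CHOP2 and 25nM reporter substrate; fluorescence (Ex 485/Em 531) read after 60min RT, normalized to NEM inhibition, concentration-response curves fitted.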
GALK inh = inhibitors of human galactokinase; P51570; Purified GALK, Kinase-Glo residual ATP luminescence; Potency, µM (series often up to 57.5 µM), without a hit: top-dose activity change, negative = inhibition, actives largely listed as inhibitors; 270,000 compounds, 0.007% hits; AID 1868; further: potency means the concentration at half of the fitted maximal effect
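GALK at 5 nM final was combined with compound, 35 uM ATP and 100 uM galactose in HEPES pH8.0 with MgCl2 and DTT. The reaction ran one hour at room temperature before luminescent ATP detection.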
B2AR arrestin = beta2AR (human) beta-arrestin recruitment activity | P07550 | beta-arrestin recruitment to beta2AR, cell-based reporter | Potency, µM (doses to about 46.1 µM), inactives show at the top dose activation, hits mostly activators | 330,000 compounds, 0.02% hits;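 further: potency means the concentration at half of the fitted maximal effect; 0% = DMSO controls and full agonism = EC100 isoproterenol or metaproterenol; nearly all actives have a fitted effect of over 65% in size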
Target sequence (P07550 whole entry, looked up): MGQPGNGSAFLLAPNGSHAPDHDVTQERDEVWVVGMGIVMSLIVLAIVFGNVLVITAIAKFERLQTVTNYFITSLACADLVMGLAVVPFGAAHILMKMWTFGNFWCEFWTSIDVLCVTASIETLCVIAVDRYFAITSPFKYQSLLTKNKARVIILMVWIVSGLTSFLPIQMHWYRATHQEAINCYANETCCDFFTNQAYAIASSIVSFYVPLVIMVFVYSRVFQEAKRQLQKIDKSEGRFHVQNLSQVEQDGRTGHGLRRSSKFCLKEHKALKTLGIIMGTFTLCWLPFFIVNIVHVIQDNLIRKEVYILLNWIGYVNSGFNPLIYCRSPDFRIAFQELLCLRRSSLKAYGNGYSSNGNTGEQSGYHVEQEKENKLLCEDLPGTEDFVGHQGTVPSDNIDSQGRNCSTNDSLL
KCNH2 3.1 block = inhibitors of human KCNH2 3.1 potassium channel isoform. 340,000 compounds, 0.95% hits. activity change, % (tested at about 1.8 µM). AID 720553. U2OS KCNH2 3.1, thallium flux FluxOr; active compounds read low;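 active means maximum activity change below -70%; inconclusive means maximum activity change from -70% to -50%; inactive means maximum activity change above -50%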;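 further: thallium influx rate constant from kinetic fluorescence after stimulation buffer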
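Measured as rate of thallium-driven FluxOr signal in transduced U2OS cells carrying the 3.1 channel, read kinetically for 2 min upon stimulation; values are rate constants scaled to DMSO control wells.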
BCR signal inh = blocks chronic active B-cell receptor signaling; 340,000 compounds, 0.05% hits; Potency, µM (top dose mostly 46.1 µM), inactives show top-dose ratio change, negative = lower green/red ratio, actives largely listed as inhibitors; ABC-DLBCL IkBa-CBG/CBR reporter, luminescence ratio, 4 h; active means well fitted inhibition curve with a large enough effect in the signal ratio, with a control signal flat, not every such curve was filed as active; inconclusive means small, poorly fitted or top-dose-only effect, or effect the other way, or a change in a side signal; the % refers to the signal ratio;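 further: potency means the concentration at half of the fitted maximal effect; plate controls were basal doxycycline-induced cells for no effect and cells given 10 µM MG132 for full effect; MG132 reads +100%, hits lower the ratio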
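TMD8 ABC-DLBCL cells carrying doxycycline-inducible green luciferase fused to IkappaBalpha plus unfused red luciferase were exposed to compounds (up to 46 uM) for 4 hrs at 37C. Activity came from the overlap-corrected green/red luminescence ratio.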
FBPA coupling cs = inhibits coupling enzyme system, counter-screen for aldolase hits. coupling enzyme system counterscreen, AmpLite Red fluorescence. activity change, negative = inhibition, % at 58.2 µM, hits read low. 290,000 compounds, 0.67% hits; in the data active means activity change below about -30%
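Final compound at 57.5 uM, incubated 10 min at RT with coupling enzyme reagent (glyceraldehyde-3-phosphate), then 20 min with substrate and AmpLite Red detection. Fluorescence read at 525/598 nm; tests interference with the coupling assay, not aldolase inhibition.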
Numbers without * were called inactive; ? = inconclusive; · = no result given; & = joins results of further samples. Unless noted, the call rests on the fitted dose curve; in most records, active means well fitted curve in the direction sought with a large enough effect; inconclusive means small, poorly fitted or top-dose-only effect, or another doubt; inactive means no such curve, though single readings can be large; an effect the other way counts as inactive or inconclusive. Unless noted, on the % scale 0 is the no-effect control and ±100 the full control effect.

Order of values – Eya2 phos inh	PKM2 activator	Giardia kill	USP2a block	KCNH2 WT inh	GALK inh	uPA generation	KCNH2 3.1 block	BCR signal inh	B2AR arrestin	FBPA coupling cs
NC(=O)c1ccc(NC(=O)COC(=O)C2CCN(S(=O)(=O)c3cccs3)CC2)cc1
    -13%	·	22	6%	10	·	-12%	-6	-5%	0.1%	·
N#CCn1cnc2c(oc3ccccc32)c1=O
    14%	·	-13	2%	-11	1%	2%	3	?	-0.3%	0
Cc1nnc(NC(=O)CSc2nccn2C)s1
    4%	-1%	5	1%	-23	-4%	-4%	6	-13%	0.3%	0
CC(=O)NC1=NN(C(C)=O)C(C)(c2ccccn2)S1 (stereo not given)
    3%	0%	-3	2%	-9	2%	3%	14	-5%	2.8%	2
Cc1cc(C)n(-c2c(F)c(F)c(CN3CCOCC3)c(F)c2F)n1
    -2%	-2%	-2	2%	-1	-1%	0%	-13	4%	-0.1%	-2
Nc1nn(-c2ccccc2Cl)cc1-c1nn[nH]n1
    4%	-1%	5	0%	7	-1%	5%	1	4%	-0.3%	4
COC(=O)c1ccc(C2/C(=C(\O)c3ccc4c(c3)OCCO4)C(=O)C(=O)N2CCCN(C)C)cc1 (stereo not given)
    -3%	-2%	2	0%	3	0%	-3%	10	-1%	-0.3%	0
Cc1ccc(N(C(=O)c2csnn2)C(C(=O)NC2CCCC2)c2cccnc2)c(C)c1 (stereo not given)
    6%	1%	10	0%	-10	16%	-5%	-14	0%	-0.4%	0
O=C(COc1ccc(Br)cc1)NCCCNC(=O)c1ccncc1
    2%	-10%	8	0%	28	4%	9%	26	-2%	-0.9%	-1
Cc1cc(OCC(=O)N2CCc3ccccc3C2)c2c(-c3ccccc3)cc(=O)oc2c1
    -16%	0%	-10	-2%	-203*	2%	-5%	-21	?	-0.8%	7
Cc1cc(N2CCN(C)CC2)nc(=S)[nH]1
    -5%	-2%	-14	-1%	7	-3%	-1%	3	0%	0.0%	1
Cn1c(Sc2ccc(C(=O)O)cc2[N+](=O)[O-])nnc1-c1ccccc1
    -3%	-1%	8	0%	-11	1%	3%	-12	0%	-0.4%	9
COc1ccc(OC(=O)COc2ccc(Cl)cc2)cc1
    6%	0%	2	1%	14	0%	-11%	7	1%	0.0%	-6
O=[N+]([O-])c1ccc2[nH]c(O)c(N=Nc3ccc(F)cc3)c2c1
    2%	·	?	-1%	-5	·	3%	13	3%	0.0%	0
CC(c1ccccc1)n1c(Cn2ncc3ccccc3c2=O)n[nH]c1=S (stereo not given)
    -2%	-4%	-21	1%	-8	0%	7%	0	-1%	0.3%	5
CC(C)C(=O)NC(=S)Nc1ccc(S(=O)(=O)N2CCN(C)CC2)cc1
    -3%	-2%	10	1%	-3	-2%	-1%	-11	1%	-1.0%	5
COc1cc(/C=N/NC(N)=O)cc([N+](=O)[O-])c1O
    9%	-15%	3	1%	-3	3%	1%	5	8%	-0.3%	0
Cc1ccc(C(=O)OCC(=O)N2C(C)CCCC2C)s1 (stereo not given)
    2%	·	-11	5%	-2	·	4%	-4	3%	0.1%	·
COc1cccc(S(=O)(=O)Nc2cccnc2)c1
    -8%	5%	12	-6%	-10	0%	·	-4	10%	0.0%	1
COc1ccc(/C=C(/NC(=O)c2ccccc2)C(=O)N/N=C/c2ccncc2)cc1
    -8%	-5%	-2	2%	-4	-2%	2%	14	-4%	0.1%	-1
COC(=O)c1ccccc1NC(=O)c1cncc(Br)c1
    3%	-1%	4	-1%	10	-4%	9%	2	10%	0.7%	4
Cc1ccc(C)c(OCCn2cc(/C=C(\C#N)C(=O)NCC3CCCO3)c3ccccc32)c1 (stereo not given)
    0%	-2%	-15	-3%	11	1%	-7%	-11	?	-0.2%	7
O=C(O)CCC(=O)N1CCc2cc(S(=O)(=O)NC3CCCc4ccccc43)ccc21 (stereo not given)
    7%	-4%	2	1%	2	3%	·	8	?	-0.4%	-2
COc1cc(O)c(C(CCN2CCCCC2)c2ccc3c(c2)OCO3)c(OC)c1 (stereo not given)
    10%	-7%	-13&12	-1%	·	2%	?	·	-13%	-1.1%	-12&-3
N=c1n(CCO)c2ccccc2n1CCN1CCCCC1
    -1%	-1%	12	1%	3	0%	2%	3	-7%	0.1%	0
Cc1ccc(CNC(=O)c2ccccc2NC(=O)CN2CCN(C)CC2)cc1
    4%	1%	-10	-1%	22	-2%	3%	5	-1%	-0.3%	1
Cc1ccc(C(=O)NC2CC2)cc1S(=O)(=O)N1CCOCC1
    6%	·	11	0%	-8	·	4%	9	-4%	-1.3%	·
O=C(CN1C(=O)S/C(=C\c2cccs2)C1=O)Nc1ccc(C(=O)O)c(O)c1
    0%	·	8	0%	0	2%	-4%	-15	-13%	0.2%	·
CN(Cc1cccnc1)C(=O)c1cc(COc2ccc3ncccc3c2)on1
    10%	-1%	-2	0%	-2	-1%	-2%	12	1%	-0.8%	3
CNC1=C(N(C(C)=O)c2ccc(Br)cc2)C(=O)c2ccccc2C1=O
    -4%	-3%	-21	4%	-1	·	-11%	-7	?	-0.5%	-56*

An excerpt of these results, bar-delimited.
smiles | Eya2 phos inh | PKM2 activator | Giardia kill | USP2a block | KCNH2 WT inh | GALK inh | uPA generation | KCNH2 3.1 block | BCR signal inh | B2AR arrestin | FBPA coupling cs
CN(Cc1cccnc1)C(=O)c1cc(COc2ccc3ncccc3c2)on1 | 10% | -1% | -2 | 0% | -2 | -1% | -2% | 12 | 1% | -0.8% | 3
Cn1c(Sc2ccc(C(=O)O)cc2[N+](=O)[O-])nnc1-c1ccccc1 | -3% | -1% | 8 | 0% | -11 | 1% | 3% | -12 | 0% | -0.4% | 9

Complete entries, quoted from the list.
Entry for `N#CCn1cnc2c(oc3ccccc32)c1=O` = Eya2 phos inh: 14%; PKM2 activator: ·; Giardia kill: -13; USP2a block: 2%; KCNH2 WT inh: -11; GALK inh: 1%; uPA generation: 2%; KCNH2 3.1 block: 3; BCR signal inh: ?; B2AR arrestin: -0.3%; FBPA coupling cs: 0
Entry for `CC(C)C(=O)NC(=S)Nc1ccc(S(=O)(=O)N2CCN(C)CC2)cc1` = Eya2 phos inh: -3%; PKM2 activator: -2%; Giardia kill: 10; USP2a block: 1%; KCNH2 WT inh: -3; GALK inh: -2%; uPA generation: -1%; KCNH2 3.1 block: -11; BCR signal inh: 1%; B2AR arrestin: -1.0%; FBPA coupling cs: 5

The list continues.
Order of values – Eya2 phos inh	PKM2 activator	Giardia kill	USP2a block	KCNH2 WT inh	GALK inh	uPA generation	KCNH2 3.1 block	BCR signal inh	B2AR arrestin	FBPA coupling cs
Cc1nccnc1Sc1ccccc1
    3%	1%	9	-1%	1	3%	3%	-1	-1%	-0.6%	-5
Cc1cc(=O)n2c(n1)NC(=NCc1ccccc1)NC2c1ccccc1 (stereo not given)
    5%	0%	0	0%	-3	2%	11%	6	?	0.2%	1
CCN(CC)S(=O)(=O)c1ccc(C(C)NC(=O)Cc2c[nH]c3ccccc23)cc1 (stereo not given)
    -12%	·	3	1%	-1	0%	1%	-17	1%	-0.4%	0
CCCCn1c(=O)nc2n(-c3ccccc3)c3ccccc3cc-2c1=O
    -11%	-3%	-1	1%	24	-2%	·	-9	-2%	-3.0%	·
Cc1cccc(NCC(=O)c2c(N)n(C)c(=O)n(C)c2=O)c1C
    8%	1%	8	-1%	0	1%	6%	-5	-3%	-0.7%	-3
CCCC(=O)Nc1nnc(SCC(=O)Nc2nc(C)cs2)s1
    -1%	1%	6	0%	-11	0%	-7%	·	-1%	0.4%	·
CCC(C)[C@@H](N)C(=O)N/N=C/c1cccc2nccnc12 (stereo not given in full)
    6%	0%	-23	6%	-6	0%	21%	5	0%	0.5%	3
COc1ccc(CN(C(=O)c2ccc(C)cc2)c2cccc(N)c2)cc1
    4%	·	-1	2%	-7	·	14%	25	-4%	0.0%	·
